SKKanGAS inh: blocks kanamycin growth of S. pyogenes SKKanGAS strain; inhibition, % at 7.5 µM; BacTiter-Glo, 6 h; 1.3% of 300,000 active;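 active = mean replicate score, as percent of positive control median, at least 50; inconclusive = mean below 50 but one replicate at or above 50; inactive = mean and every replicate below 50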;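 also: strain carries kanamycin resistance gene driven by streptokinase promoter and grows in 40 µg/ml kanamycin; loss of luminescence reflects streptokinase promoter inhibition or plain growth inhibition; 0% = median of DMSO wells and 100% = positive control at its reference dose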
ANO1 activ: activates or potentiates the mouse TMEM16A chloride channel; B-score at 10 µM; HEK293 TMEM16A/YFP-H148Q/I152L, iodide quench fluorescence; active compounds read low; 0.3% of 340,000 active; AID 623877;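 active = fluorescence-ratio B-score plate-corrected deviation score at least 3 library SD below zero, with starting fluorescence score within 5 deviations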;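 also: channel opened by trigger with iodide after compound preincubation; score built on the fluorescence ratio of max minus min over baseline; more negative score means more quench and so TMEM16A activation or potentiation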
TRPC6 activator: activates the mouse TRPC6 cation channel. Q61143. HEK293-TRPC6 membrane potential dye fluorescence; active compounds read high. B-score at 10 µM. 0.13% of 310,000 active;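 active = B-score of the integrated fluorescence ratio above library mean plus 3 SD, and starting fluorescence ratio within library mean plus 5 SD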;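 also: higher score means more depolarization so channel activation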
Target sequence (Q61143 whole entry, looked up): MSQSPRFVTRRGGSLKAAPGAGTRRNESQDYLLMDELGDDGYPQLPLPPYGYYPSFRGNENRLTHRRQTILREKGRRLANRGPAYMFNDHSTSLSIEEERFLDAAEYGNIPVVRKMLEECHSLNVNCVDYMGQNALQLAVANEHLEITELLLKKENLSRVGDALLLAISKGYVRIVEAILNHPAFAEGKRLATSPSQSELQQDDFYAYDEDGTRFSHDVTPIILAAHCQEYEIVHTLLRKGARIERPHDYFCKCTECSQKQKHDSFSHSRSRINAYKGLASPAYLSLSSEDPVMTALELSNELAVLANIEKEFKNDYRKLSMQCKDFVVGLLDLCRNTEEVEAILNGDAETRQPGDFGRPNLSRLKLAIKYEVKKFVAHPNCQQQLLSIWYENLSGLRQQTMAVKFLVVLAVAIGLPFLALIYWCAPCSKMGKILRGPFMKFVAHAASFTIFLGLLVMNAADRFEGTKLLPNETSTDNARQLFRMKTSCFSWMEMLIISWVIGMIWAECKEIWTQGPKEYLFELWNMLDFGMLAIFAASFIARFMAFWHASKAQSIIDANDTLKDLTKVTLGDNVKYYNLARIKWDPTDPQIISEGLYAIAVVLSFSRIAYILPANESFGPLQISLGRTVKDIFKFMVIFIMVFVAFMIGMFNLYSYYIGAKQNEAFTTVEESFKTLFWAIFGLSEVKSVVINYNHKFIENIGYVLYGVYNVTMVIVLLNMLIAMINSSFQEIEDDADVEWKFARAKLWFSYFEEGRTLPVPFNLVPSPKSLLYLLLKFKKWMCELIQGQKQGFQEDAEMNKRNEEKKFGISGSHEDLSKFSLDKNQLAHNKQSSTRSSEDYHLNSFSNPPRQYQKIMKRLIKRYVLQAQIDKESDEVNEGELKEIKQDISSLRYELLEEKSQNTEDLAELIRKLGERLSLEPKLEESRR
HDAC3 inhib: human HDAC3 inhibition; O15379; recombinant HDAC3, fluorogenic peptide/trypsin coupled, fluorescence; inhibition, % at 8.3 µM; 0.15% of 320,000 active; in the data active = inhibition above about 26%, passing the limit was not always enough; inconclusive = no clear call, values can overlap the other calls
MrgX1 agonist: human MrgX1 receptor agonism, primary screen; Q96LB2; MrgX1-HEK293 cells, Fluo-4 calcium fluorescence, agonist mode; active compounds read high; B-score at 10 µM; 0.44% of 310,000 active; AID 588627;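 active = calcium response B-score plate-corrected fluorescence ratio at least 3 library SD, with starting fluorescence B-score inside 5 SD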
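System – MrgX1-expressing HEK293 cells · Incubation – cells plated overnight, dye loaded 0.5 h 37 °C, 0.5 h room temperature · Technique – kinetic Fluo-4 NW fluorescence of intracellular calcium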
ANO1 block: mouse TMEM16A channel inhibition, primary screen; Q8BHY3; HEK293 TMEM16A/YFP iodide influx fluorescence, ionomycin; normalized B-score (activity score, 25-100; higher = stronger inhibition) at 10 µM; 1.2% of 310,000 active; AID 588511;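 active = ratio plate-corrected score three or more library SD toward inhibition, starting fluorescence score within five deviations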;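 also: score derived from kinetic fluorescence span divided by baseline fluorescence per well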
MrgX1 antagonist: blocks BAM8-22 activation of human MrgX1 receptor; MRGX1-HEK293 calcium flux, Fluo-4, BAM8-22 antagonism; active compounds read low; 1.3% of 310,000 active; Q96LB2; B-score at 10 µM;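 active = calcium-response B-score plate-corrected more than 3 library SD below zero, starting fluorescence within 5 deviations, no agonist response on first addition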;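 also: peak minus trough fluorescence over baseline after final BAM8-22 challenge near maximal dose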
RGS4 inh: inhibitors of human RGS4; HEK293 M3R/RGS4 inducible, Fluo-4 calcium flux; active compounds read high; triggered by carbachol at its EC20; P49798; 0.45% of 310,000 active; B-score at 10 µM; AID 463165;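 active = B-score, a plate-corrected calcium signal, over three deviations above library mean, with baseline fluorescence within five deviations of library mean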;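 also: RGS4 expression induced by doxycycline in cells with stable M3 receptor; B-score is computed from the integrated fluorescence ratio over baseline after carbachol; higher B-score means a larger calcium signal and so more RGS4 inhibition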
RGS4 act: RGS4 potentiation or activation | HEK293 M3R/inducible RGS4, carbachol calcium flux Fluo4; active compounds read low | B-score at 10 µM | AID 463111 | 0.92% of 310,000 active;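 active = B-score of the integrated calcium signal more than 4 SD below the library mean, with starting fluorescence not abnormally high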;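 also: negative B-score means reduced calcium response which marks RGS4 activation or potentiation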
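Assay system: Inducible-RGS4 HEK293 cells carrying M3 receptor | Schedule: Compound preincubation 20 min at room temperature before agonist | Signal: Kinetic calcium fluorescence imaging with Fluo4-AM dye, 2 µM | Read-out basis: B score from integrated fluorescence ratio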
TRPC6 inh: blocks the mouse TRPC6 cation channel. Q61143. HEK293-TRPC6, membrane potential dye, ACh-evoked depolarization; active compounds read low. B-score at 10 µM. 1.1% of 310,000 active;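 active = B-score under library mean minus 3 SD, initial fluorescence not abnormally high, positive integrated signal ratio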;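 also: B-score derived from integrated fluorescence ratio over the kinetic read; more negative B-score means stronger inhibition of depolarization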
MrgX1 PAM: human MrgX1 positive allosteric modulation, primary screen. Q96LB2. MrgX1-HEK293, Fluo-4 calcium flux, FDSS; active compounds read high. B-score at 10 µM. 0.63% of 310,000 active;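 active = plate-corrected calcium response at least 3 library SD above typical, normal starting fluorescence, not activating the receptor alone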;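 also: compound read alongside a low EC10 to EC30 dose of BAM8-22 agonist; peak minus trough fluorescence over baseline measured at the second addition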
* marks the source's active call; other numbers are inactive results; i = inactive; ? = inconclusive; nt = no result given. Rows were taken by chance, and some 6.7% of all compounds hit somewhere here.

SMILES	SKKanGAS inh	ANO1 activ	TRPC6 activator	HDAC3 inhib	MrgX1 agonist	ANO1 block	MrgX1 antagonist	RGS4 inh	RGS4 act	TRPC6 inh	MrgX1 PAM
COC(=O)c1ccc(CSc2nc3cc(Cl)ccc3s2)o1	3	i	i	?	i	i	i	i	i	i	i
O=C(Nc1c2c(nn1-c1ccccc1)CS(=O)(=O)C2)c1ccco1	-2	i	i	9	i	i	i	i	i	i	i
CCOC(=O)c1ccc(N2C(=O)CC(C)(CC)CC2=O)cc1	14	i	i	1	i	i	i	i	i	i	i
CCOc1cccc(-c2nnc(SCC(=O)Nc3cccc(OC)c3)n2N)c1	-9	i	i	nt	nt	nt	nt	i	i	i	nt
C/C=C\C=C/C(=O)Nc1cccc(C2=NOC3(C2)C[C@@H](C(N)=O)N(C(=O)CCCCC)C3)c1 (some centres undefined)	1	i	i	13	i	i	i	i	i	i	i
COc1ccc(C2=Nc3cccc4cccc(c34)N2)cc1	6	i	i	3	i	i	i	i	i	i	i
Cc1c(C(=O)OCC(C)(C)CN(C)C)oc2ccccc12	3	i	i	0	i	i	i	i	i	i	i
CCN(CC(=O)Nc1ccc(NC(C)=O)cc1)C(=O)c1ccc(NC2CC2)c([N+](=O)[O-])c1	9	i	i	2	i	i	i	i	i	i	i
COc1ccc(C(CCN2CCCC2)c2c(OC)cc(OC)c3c(-c4ccccc4)cc(=O)oc23)cc1 (centres undefined)	20	i	i	3	i	i	i	i	i	i	i
CCCNC(=S)N1CCC(NC(=O)c2ccc(C)cc2)CC1	0	i	i	-3	i	i	i	i	i	i	i
CC(=O)N1CCC(N2CCN(c3ccccc3F)CC2)CC1	0	i	i	-2	i	i	i	i	i	i	i
N/C(=N\OC(=O)CC1CCCCC1)c1cccnc1	0	i	i	-1	i	i	i	i	i	i	i
Cn1cccc1CNCc1ccc(F)cc1	3	i	i	-1	i	i	i	i	i	i	i
COc1ccc(N/N=C(/C(C)=O)N2CCCc3ccccc32)cc1	7	i	i	-5	i	i	i	i	-8*	i	i
Fc1cccc(Cl)c1CNCCCSc1ncccn1	-17	i	i	-4	i	i	i	i	i	i	i
O=C(COc1ccc(OCc2ccccc2)cc1)NN=C1CCCC1	19	i	i	0	i	i	i	i	i	i	i
NCCCNC(=O)Cn1c(=O)c2c3c(sc2n(Cc2ccccc2)c1=O)CCCC3	1	i	i	3	i	i	i	i	i	i	i
O=C(CSc1nc2ccccc2o1)NCc1n[nH]c(=O)c2ccccc12	-1	nt	i	-5	i	i	i	i	i	i	i
CCOCc1nnc(NS(C)(=O)=O)s1	8	i	i	-5	i	i	i	i	i	i	i
CC(NC(=O)CN(C)S(=O)(=O)c1ccc(Br)s1)c1ccccc1 (centres undefined)	-2	i	i	3	i	i	i	i	i	i	i
O=[N+]([O-])C(/C=C(/Cl)[N+](=O)[O-])=C(N1CCCCC1)N1CCCCC1	32	i	i	11	i	i	i	i	i	i	i
O=C(Nc1ccccc1)c1ccccc1CSc1ccccc1	6	i	i	?	i	i	i	i	i	i	i
O=C(CN(CCCN1CCOCC1)C(=O)Cn1nnc(-c2ccc(F)cc2)n1)NC1CCCCC1	5	i	i	-8	i	i	i	i	i	i	i
CCOC(=O)[C@H]1[C@H]2COc3ccccc3[C@@H]2N2C(=O)c3cc(OC)c(OC)cc3NC(=O)[C@@]12C	nt	i	nt	-6	i	i	i	nt	nt	nt	i
COc1ccc(N2CCN(S(=O)(=O)c3ccc4c(c3)NC(=O)CC(=O)N4)CC2)cc1	-14	i	i	-2	i	i	i	i	i	i	i
CC(=O)Nc1nn(C)c2nc3ccc(C)cc3cc12	8	i	i	2	i	i	i	i	i	i	i
COc1ccc(OCCCNCCc2ccccc2)cc1	-3	i	i	1	i	i	i	i	i	i	i
CC(C)c1nc(CNC(=O)CC2C(=O)NCCN2Cc2ccc(F)cc2Cl)cs1 (centres undefined)	2	i	i	-1	i	i	i	i	i	i	i
Cc1ccc(NC(=O)Nc2ccccc2)cc1[N+](=O)[O-]	-4	i	i	?	i	i	i	i	i	i	i
C=C(c1ccccc1)c1ccc(N(C)C)cc1	11	i	i	-5	i	i	i	i	i	i	i
O=C(CN1CCCC1)NCC12CC3CC(CC(C3)C1)C2	9	i	i	1	i	i	i	i	i	i	i
CC1(C)CC(NC(=O)CC2CCCCC2)CC(C)(C)N1	-6	i	i	5	i	i	i	i	i	i	i
COc1cc(/C=N/NC2=NC(C)(C)Cc3ccccc32)cc(OC)c1OC	-11	i	i	8	i	i	i	i	i	i	i
CCOC(=O)c1cc(NC(=O)c2cccnc2)cc(C(=O)OCC)c1	-3	i	i	-1	i	i	i	i	i	i	i
O=C1CC(c2ccccc2)CC(O)=C1C=NCCCN1CCOCC1 (centres undefined)	-6	i	i	-4	i	i	i	i	i	i	i
CCN(CC)C(=O)c1ccc(-c2cccs2)s1	0	i	i	6	i	i	i	i	i	i	i
Cc1ccc(-n2nnnc2CNC(=O)C2CC(=O)N(c3ccc(F)cc3)C2)cc1C (centres undefined)	-2	i	i	4	i	i	i	i	i	i	i
O=C(c1cc2c(s1)CCCC2)n1cccn1	-1	i	i	7	i	i	i	i	i	i	i
CSCCC(NC(=O)c1ccc([N+](=O)[O-])cc1Cl)C(=O)OCC(=O)NCC(F)(F)F (centres undefined)	-2	i	i	-7	i	i	i	i	i	i	i
COC(=O)COc1ccc(S(=O)(=O)NCc2ccco2)cc1Cl	8	i	i	1	i	i	i	i	i	i	i
Cc1ccc(C(=O)NNC(=O)c2ccc3ncccc3c2)cc1	1	i	i	nt	nt	nt	nt	i	i	i	nt
Cc1noc(C)c1S(=O)(=O)N(CC(=O)N1CCCC1)c1ccc(C(C)C)cc1	0	i	i	-1	i	i	i	i	i	i	i
Cc1ccc(NC(=O)CN(C)C(=O)c2ccc(Br)o2)cc1	-2	i	i	-3	i	i	i	i	i	i	i
CCC(=O)c1ccc2c(c1)OCCO2	-3	i	i	4	i	i	i	i	i	i	i
COc1ccc(OC)c(NC(=O)C2=C(C)Nc3ncnn3C2c2cccs2)c1 (centres undefined)	4	i	i	2	i	i	i	i	i	i	i
COc1ccnc(-n2cccc2C=O)c1C#N	-4	i	i	8	i	i	i	i	i	i	i
CCOc1c(N2CCOCC2)c(=O)c1=O	-2	i	i	2	i	i	i	i	i	i	i
CCNC(=O)C/C(C)=N/NC(=O)C1CCCCC1	-8	i	i	-1	i	i	i	i	i	i	i
O=C(NCc1ccco1)c1ccc2[nH]c(=O)c(=O)[nH]c2c1	2	i	i	-14	i	i	i	i	i	i	i
COc1ccc(C2N(c3ccc4c(c3)OCCO4)C(=O)C2(F)F)cc1OC (centres undefined)	3	i	i	-2	i	i	i	i	i	i	i
CCCCn1c(SCc2nc3ccccc3s2)nc2ccccc2c1=O	-6	i	i	-7	i	i	i	i	i	i	i
CC(=O)Cc1nsc(NC(=O)c2cc(-c3ccc(Cl)c(Cl)c3)oc2C)n1	7	i	i	14	i	i	i	i	i	i	i
Cc1ccc(S(=O)(=O)CC(=O)c2ccccc2[N+](=O)[O-])cc1	-1	i	i	1	i	i	i	i	i	i	i
COc1ccc(/C=N/n2cnc3c([nH]c4ccc(Br)cc43)c2=O)cc1CN1CCOCC1	3	nt	i	-1	i	i	i	i	i	i	i
Cc1[nH]c2ccccc2c1/C=N/NC(=O)Nc1ccccc1	-2	i	i	nt	i	i	i	i	i	i	i
COc1cc2ccccc2cc1C(=O)OCC(=O)N(CC(C)C)c1c(N)n(Cc2ccccc2)c(=O)[nH]c1=O	-15	i	i	-2	i	i	i	i	i	i	i
CC(C)(C)Cc1nc2ccccc2n1CCc1ccccc1	14	i	i	5	i	i	i	i	i	i	i
O=S(=O)(c1cccs1)N1CN(Cc2ccc(Cl)cc2)c2nc3ccccc3nc21	nt	i	nt	-13	i	i	i	nt	nt	nt	i
CCOC(=O)C1=C(SCC)c2cc3c(n2C1=O)CCCC3	nt	i	nt	-1	i	i	i	nt	nt	nt	i
COc1ccc(-c2nc(=S)c3c(n2CCN2CCOCC2)CC(C)(C)OC3)cc1	-6	i	i	2	i	i	i	i	i	i	i
Continued:
SMILES	SKKanGAS inh	ANO1 activ	TRPC6 activator	HDAC3 inhib	MrgX1 agonist	ANO1 block	MrgX1 antagonist	RGS4 inh	RGS4 act	TRPC6 inh	MrgX1 PAM
CCCCNC(=S)NNC(=O)CCn1nc(C)c(Br)c1C	3	i	i	-1	i	i	i	i	i	i	i
CCOc1cc(C(=O)CSc2nnc(CNc3ccc(Cl)cc3)o2)ccc1NC(=O)CC	-7	nt	i	-5	i	i	i	i	i	i	i
CC[C@@H](C)[C@@H](C(=O)N1CCN(C(=O)OC(C)(C)C)CC1)n1cc(CCCCNC(=O)OC(C)(C)C)nn1	0	i	i	-3	i	i	i	i	i	i	i
Cc1ccc(CCNC(=O)c2nn(C)c3c2CS(=O)(=O)c2ccccc2-3)cc1	-4	i	i	0	i	i	i	i	i	i	i
CCCc1nc(SCC(=O)NNC(=O)c2ccc(OC)cc2)c2ccccc2n1	-5	i	i	0	i	i	i	i	i	i	i
O=C(NCc1ccc2c(c1)OCO2)C(c1ccco1)N(C(=O)c1csnn1)c1ccccc1 (centres undefined)	29	i	i	-1	i	i	i	i	i	i	i
CN1C(=O)c2ccc(NC(=O)C3CCCCC3)cc2C1=O	-8	i	i	0	i	i	i	i	i	i	i
COc1ccc(/C=N/NS(=O)(=O)c2ccc(NC(C)=O)cc2)cc1	1	i	i	1	i	i	i	i	i	i	i
Cc1cc(C)c2c(c1)C1(OCCO1)C(=O)N2	-4	i	i	10	i	i	i	i	i	i	i
O=C(NCCc1c[nH]c2ccccc12)C(=O)NCC1OCCN1S(=O)(=O)c1ccccc1 (centres undefined)	2	i	i	nt	i	i	i	i	i	i	i
Cc1ccc(C(=O)c2c(NC(=O)c3ccccc3)sc(C)c2C)cc1	-15	i	i	1	i	i	i	i	i	i	i
CCOc1cc(NC(=S)NCC2CCCO2)c(OCC)cc1NC(=O)CC (centres undefined)	4	i	i	0	i	i	i	i	i	i	i
COCCN(C(=O)c1csnn1)C(C(=O)NC1CCCCC1)c1ccccc1F (centres undefined)	-19	i	i	-1	i	i	i	i	i	i	i

Screens from PubChem.
